STK33 inh – blocks human STK33 kinase activity; Q9BYT3; ADP-Glo luminescence, MBP substrate; inhibition, % at 12.5 µM; actives 0.44% (n = 27,000); in the data active = inhibition above about 20%
Target sequence (Q9BYT3 whole entry, looked up): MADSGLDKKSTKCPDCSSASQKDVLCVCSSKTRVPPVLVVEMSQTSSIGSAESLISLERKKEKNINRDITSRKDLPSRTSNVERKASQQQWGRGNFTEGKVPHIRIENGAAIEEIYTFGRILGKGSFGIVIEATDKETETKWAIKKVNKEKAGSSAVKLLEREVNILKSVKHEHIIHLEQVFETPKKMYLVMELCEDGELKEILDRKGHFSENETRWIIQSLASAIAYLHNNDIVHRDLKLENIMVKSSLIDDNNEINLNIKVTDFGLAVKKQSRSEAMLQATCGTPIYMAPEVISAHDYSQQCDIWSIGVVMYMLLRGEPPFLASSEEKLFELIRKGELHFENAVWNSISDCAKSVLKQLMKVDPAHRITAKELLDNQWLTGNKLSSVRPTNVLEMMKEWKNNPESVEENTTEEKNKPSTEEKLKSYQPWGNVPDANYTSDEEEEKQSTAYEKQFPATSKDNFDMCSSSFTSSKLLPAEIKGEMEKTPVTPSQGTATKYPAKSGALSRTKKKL
mut p53 react – mutant p53 pathway reactivation | AID 624151 | activation, % at 9.98 µM | actives 1.5% (n = 28,000) | SW480 PUMA-promoter luciferase; in the data active = activation above about 52%
* marks the source's active call; other numbers are inactive results. Only part of the results is shown; count on the stated rates, not on these rows.

Results for C[C@@H]1CCCCO[C@H](CN(C)C(=O)Cc2ccccc2)[C@@H](C)CN([C@H](C)CO)C(=O)c2cc(NC(=O)c3ccccc3)ccc2O1 ?
STK33 inh: -2.8

Results for COc1ccccc1CNC(=O)C[C@H]1C[C@@H]2c3cc(NC(=O)C4CCOCC4)ccc3O[C@@H]2[C@@H](CO)O1 ?
mut p53 react: 4.8

How did CC1(C)CC(=O)C2=C(C1)NC(SCC(=O)Nc1ccccc1)=C(C#N)C2c1ccco1 (centres undefined) do in these assays?
STK33 inh: 0.4; mut p53 react: 7.6

What do the screens show for `C[C@H]1CN([C@@H](C)CO)C(=O)c2cccc(NS(C)(=O)=O)c2O[C@@H]1CN(C)C(=O)NC1CCCCC1`?
mut p53 react: 4.3

What do the screens show for `C[C@H](CO)N1C[C@H](C)[C@@H](CN(C)Cc2ccncc2)Oc2ccc(N(C)C)cc2CC1=O`?
mut p53 react: 0.7

What do the screens show for `CC1CCc2c(sc(NC(=O)Cn3nc(C(F)(F)F)c4c3CCCCC4)c2C#N)C1` (centres undefined)?
STK33 inh: -0.8; mut p53 react: 4.8

How did Cc1noc(C)c1S(=O)(=O)Nc1ccc2c(c1)CC(=O)N([C@H](C)CO)C[C@H](C)[C@@H](CN(C)C(=O)Nc1ccccc1)O2 do in these assays?
mut p53 react: 4.6

What do the screens show for `CN(CC(=O)Nc1cccnc1)S(=O)(=O)c1cc(Cl)ccc1Cl`?
STK33 inh: 2.0; mut p53 react: -7.8

Results for C[C@H]1CN([C@@H](C)CO)C(=O)c2cc(NC(=O)CCC(F)(F)F)ccc2O[C@H]1CN(C)S(=O)(=O)c1cccs1 ?
STK33 inh: -7.4

How did C[C@H]1CN([C@@H](C)CO)C(=O)CCCn2cc(nn2)CO[C@H]1CN(C)S(=O)(=O)c1ccc(F)cc1 do in these assays?
STK33 inh: -1.9

Results for CSc1ccccc1NC(=O)CN(C1CCCCC1)S(=O)(=O)c1ccc(F)cc1 ?
STK33 inh: -0.7; mut p53 react: -8.2

Results for C[C@H](CO)N1C[C@H](C)[C@H](CN(C)C(=O)Nc2ccc(C(F)(F)F)cc2)Oc2ccc(NC(=O)Nc3ccc(F)cc3)cc2C1=O ?
STK33 inh: 0.8

What do the screens show for `COc1cccc(-c2ccc3c(c2)O[C@H](CN(C)Cc2cncnc2)[C@H](C)CN([C@H](C)CO)S3(=O)=O)c1`?
mut p53 react: -3.5

How did CCC(=O)Nc1cccc(NC(=O)COc2cc(Cl)c(Cl)cc2Cl)c1 do in these assays?
STK33 inh: 4.3; mut p53 react: 1.3

What do the screens show for `CNC(=O)c1cc2c(cn1)[nH]c1ccccc12`?
STK33 inh: 2.5

How did C[C@H](CO)N1C[C@H](C)[C@@H](CN(C)C(=O)Nc2ccccc2C(F)(F)F)OCc2cn(nn2)CCCC1=O do in these assays?
STK33 inh: -1.9; mut p53 react: 4.9

How did COc1ccc(-n2nc3cc(C)c(NC(=O)COc4cccc(C)c4)cc3n2)cc1 do in these assays?
STK33 inh: 4.3; mut p53 react: 13.9

How did C[C@@H]1CN([C@@H](C)CO)C(=O)CCCn2nncc2CO[C@H]1CN(C)C(=O)CCC(F)(F)F do in these assays?
STK33 inh: -6.8

Results for C[C@H]1CN([C@@H](C)CO)C(=O)c2cccc(NS(=O)(=O)c3cn(C)cn3)c2O[C@@H]1CN(C)S(=O)(=O)c1cn(C)cn1 ?
mut p53 react: 0.7

Results for C[C@@H]1CN([C@@H](C)CO)C(=O)c2cc(NS(=O)(=O)c3cccs3)ccc2O[C@@H](C)CCCCO[C@@H]1CN(C)CC1CCCCC1 ?
mut p53 react: -11.4

Results for O=C(CSc1nnc(-c2cccnc2)n1-c1ccccc1)N1CCc2ccccc21 ?
STK33 inh: 4.6; mut p53 react: -9.6

How did CN(C)S(=O)(=O)N1CCN(CC(=O)Nc2ccc(Br)cc2)CC1 do in these assays?
STK33 inh: -5.4; mut p53 react: -7.8

Results for Cc1ccc(N(Cc2ccco2)C(=O)c2cccc(S(=O)(=O)N(C)C)c2)cc1 ?
STK33 inh: -1.3; mut p53 react: 10.0

Results for C[C@@H]1CN([C@@H](C)CO)C(=O)CCCn2nncc2CO[C@@H]1CN(C)S(=O)(=O)c1ccccc1C#N ?
STK33 inh: -0.4

Results for O=C1C[C@H](c2ccccc2)Oc2c(Cc3ccccc3O)c(O)cc(O)c21 ?
STK33 inh: -10.4

What do the screens show for `COc1ccc(NC(=O)CSc2nc(O)cc(=O)n2-c2ccc(C)cc2)cc1`?
STK33 inh: -0.8; mut p53 react: -8.1

Results for O=C(CC1C(=O)NCCN1C(=S)Nc1ccccc1)Nc1ccc(F)cc1 (centres undefined) ?
STK33 inh: 1.9; mut p53 react: -0.6

How did Cn1c(CN2CCOCC2)nnc1SCC(=O)Nc1ccccc1Br do in these assays?
STK33 inh: -1.6; mut p53 react: 4.5

What do the screens show for `CCC[C@@H]1C[C@@H](C(=O)N[C@@H]([C@H]2O[C@H](SC)[C@H](O)[C@@H](O)[C@@H]2O)[C@@H](C)O)N(C)C1`?
STK33 inh: -8.4; mut p53 react: 3.7

How did Cc1noc(C)c1NC(=O)N(C)C[C@H]1Oc2ccc(NC(=O)c3ccncc3)cc2CC(=O)N([C@H](C)CO)C[C@H]1C do in these assays?
STK33 inh: -1.8; mut p53 react: 1.5

Results for COc1ccc(S(=O)(=O)N(CC(=O)Nc2ccccc2F)C2CCCCC2)cc1Cl ?
STK33 inh: 1.0; mut p53 react: 6.5

What do the screens show for `C[C@H]1CN([C@@H](C)CO)C(=O)CCCn2nncc2CO[C@@H]1CN(C)C(=O)Nc1ccc(F)cc1`?
STK33 inh: -1.0

Results for C[C@H](CO)N1C[C@H](C)[C@@H](CN(C)S(=O)(=O)c2cccs2)Oc2ccc(NC(=O)NC3CCCCC3)cc2C1=O ?
mut p53 react: 19.0

Results for Cn1c(SCc2nc(-c3cccs3)no2)nnc1-c1ccccc1 ?
STK33 inh: 8.8; mut p53 react: -9.8

What do the screens show for `C[C@@H]1CN([C@@H](C)CO)C(=O)c2cccc(N(C)C)c2O[C@H]1CN(C)C(=O)Nc1ccc2c(c1)OCO2`?
mut p53 react: 9.3

What do the screens show for `C[C@@H]1CN([C@@H](C)CO)C(=O)c2cc(NC(=O)Nc3ccc4c(c3)OCO4)ccc2O[C@H]1CN(C)CC1CCCCC1`?
mut p53 react: 0.2

How did C[C@@H]1CN([C@@H](C)CO)C(=O)Cc2cc(NC(=O)Cc3cn(C)c4ccccc34)ccc2O[C@H]1CN(C)S(=O)(=O)c1cccs1 do in these assays?
mut p53 react: -2.6

How did CCCC#Cc1cnc2c(c1)C(=O)N([C@@H](C)CO)C[C@H](C)[C@H](CN(C)C(=O)Cc1cccnc1)O2 do in these assays?
mut p53 react: 11.8

What do the screens show for `CNC[C@H]1OCCCC[C@@H](C)Oc2ccc(NC(=O)Nc3ccccc3)cc2C(=O)N([C@@H](C)CO)C[C@H]1C`?
mut p53 react: 8.3

How did C[C@H]1CN([C@@H](C)CO)C(=O)Cc2cc(NC(=O)Nc3ccc(C(F)(F)F)cc3)ccc2O[C@@H]1CN(C)Cc1ccc(Oc2ccccc2)cc1 do in these assays?
STK33 inh: 0.1

How did Cc1ccc(S(=O)(=O)N(C)C[C@@H]2Oc3ccc(NC(=O)Cc4cn(C)c5ccccc45)cc3CC(=O)N([C@H](C)CO)C[C@@H]2C)cc1 do in these assays?
STK33 inh: 4.2

How did CNc1nc(Oc2ccc(=O)[nH]n2)nc(N2CCOCC2)n1 do in these assays?
STK33 inh: -2.4; mut p53 react: 10.5

How did COc1ccc(NC(=O)C(C)Oc2ccc3c(C)c(CCC(C)C)c(=O)oc3c2)cc1 (centres undefined) do in these assays?
mut p53 react: 2.3

What do the screens show for `C[C@@H]1CN([C@@H](C)CO)C(=O)c2cccc(NC(=O)C3CCOCC3)c2O[C@H]1CN(C)CC1CC1`?
mut p53 react: 6.6

Results for CC(=O)Nc1ccc(S(=O)(=O)NC2(C(F)(F)F)C(=O)N(Cc3ccc(F)cc3)C3=C2C(=O)CC(C)(C)C3)cc1 (centres undefined) ?
STK33 inh: -0.3; mut p53 react: 5.0

How did COc1ccc(Cl)cc1NC(=O)CN1C(=O)c2ccccc2S1(=O)=O do in these assays?
STK33 inh: -2.6; mut p53 react: -5.8

How did COc1ccc(C)cc1NC(=O)C(C)NS(=O)(=O)c1ccc(Cl)cc1 (centres undefined) do in these assays?
STK33 inh: -2.2; mut p53 react: -1.7

What do the screens show for `C[C@@H]1CN([C@@H](C)CO)S(=O)(=O)c2ccc(C#Cc3ccccc3F)cc2O[C@@H]1CN(C)C(=O)Cc1cccnc1`?
mut p53 react: -16.4

How did Cc1noc(C)c1NC(=O)Nc1ccc2c(c1)CC(=O)N([C@@H](C)CO)C[C@@H](C)[C@@H](CN(C)Cc1ccc(C(=O)O)cc1)O2 do in these assays?
STK33 inh: 2.5

What do the screens show for `C=C(CCCCCCCC(=O)O)C(=O)O`?
STK33 inh: -3.7; mut p53 react: 8.2

How did CC(C)NC(=O)Nc1ccc2c(c1)CC(=O)N([C@H](C)CO)C[C@@H](C)[C@@H](CN(C)S(=O)(=O)c1cn(C)cn1)O2 do in these assays?
STK33 inh: -4.6

What do the screens show for `Cc1ccc(-c2csc3ncnc(SCC(=O)Nc4ccc(N(C)C)cc4)c23)cc1`?
STK33 inh: 0.0; mut p53 react: 2.7

What do the screens show for `C[C@@H]1CN([C@@H](C)CO)C(=O)c2cc(NC(=O)Nc3ccc4c(c3)OCO4)ccc2O[C@@H](C)CCCCO[C@H]1CN(C)CC1CCCCC1`?
mut p53 react: -0.7

What do the screens show for `COc1ccc(NC(=O)c2ccc(Cn3cc(Br)cn3)cc2)cc1OC`?
STK33 inh: -10.9; mut p53 react: 8.3

What do the screens show for `COc1ccc(S(=O)(=O)Nc2cccc3c2O[C@H](CN(C)Cc2ccncc2)[C@H](C)CN([C@H](C)CO)C3=O)cc1`?
mut p53 react: -2.5

How did C/C=C/c1ccc2c(c1)O[C@H](CN(C)C(=O)Nc1ccc(OC)cc1)[C@@H](C)CN([C@@H](C)CO)S2(=O)=O do in these assays?
mut p53 react: -6.8

How did C[C@]12C[C@@H](O)[C@@H]3C[C@@]1(O[C@@H]1O[C@H](CO)[C@@H](O)[C@H](O)[C@H]1O)[C@]3(COC(=O)c1ccccc1)C(=O)O2 do in these assays?
STK33 inh: -8.4; mut p53 react: 5.6

How did CC(C)(C)c1nc2scc(-c3ccc(Cl)cc3)n2n1 do in these assays?
mut p53 react: 16.7

What do the screens show for `C[C@@H]1CCCCO[C@@H](CN(C)Cc2ccncc2)[C@@H](C)CN([C@H](C)CO)C(=O)c2cc(N(C)C)ccc2O1`?
STK33 inh: -1.1; mut p53 react: 7.9

How did C[C@@H]1CN([C@H](C)CO)C(=O)c2cc(N(C)C)ccc2O[C@@H]1CN(C)S(=O)(=O)c1ccc(F)cc1 do in these assays?
STK33 inh: 0.3; mut p53 react: 0.2

Four entries picked at random from the list so far:
What do the screens show for `C[C@@H]1CCCCO[C@@H](CN(C)Cc2ccncc2)[C@@H](C)CN([C@H](C)CO)C(=O)c2cc(N(C)C)ccc2O1`?
STK33 inh: -1.1; mut p53 react: 7.9

What do the screens show for `Cc1ccc(-c2csc3ncnc(SCC(=O)Nc4ccc(N(C)C)cc4)c23)cc1`?
STK33 inh: 0.0; mut p53 react: 2.7

How did CNc1nc(Oc2ccc(=O)[nH]n2)nc(N2CCOCC2)n1 do in these assays?
STK33 inh: -2.4; mut p53 react: 10.5

How did C[C@@H]1CN([C@H](C)CO)C(=O)c2cc(N(C)C)ccc2O[C@@H]1CN(C)S(=O)(=O)c1ccc(F)cc1 do in these assays?
STK33 inh: 0.3; mut p53 react: 0.2

The list goes on:
Results for O=C(CSc1nnnn1-c1ccc(O)cc1)Nc1ccc(F)cc1 ?
STK33 inh: 0.7; mut p53 react: -24.5

Results for C[C@@H]1CN([C@H](C)CO)C(=O)CCCn2cc(nn2)CO[C@@H]1CN(C)S(=O)(=O)c1ccc(C#N)cc1 ?
STK33 inh: 1.8

How did O=C(CCN1C(=O)c2ccccc2C1=O)Nc1ccc(-c2nc3ccccc3[nH]2)cc1 do in these assays?
STK33 inh: 6.5; mut p53 react: 19.9

Results for COC(=O)C[C@H]1C(C)(C)C(=O)[C@@H]2CC3=C4CC(=O)O[C@@H](c5ccoc5)[C@]4(C)CCC3[C@@]1(C)C2=O (some centres undefined) ?
STK33 inh: 1.8

What do the screens show for `Cc1ccc(S(=O)(=O)N2CCCC(C(=O)NCc3ccccn3)C2)cc1` (centres undefined)?
STK33 inh: -2.4; mut p53 react: 11.2

Results for [N-]=[N+]=NCc1ccccc1C[C@]1(C(=O)NCc2ccccc2)COC(c2ccc(OCCCO)cc2)=N1 ?
STK33 inh: -1.4

What do the screens show for `CC(=O)[C@H]1[C@H](C#N)C[C@H]2[C@@H]3CC=C4C[C@@H](O)CC[C@]4(C)[C@H]3CC[C@@]21C`?
STK33 inh: 1.0; mut p53 react: -14.1

Results for Cc1cccc(S(=O)(=O)N(C)C[C@@H]2OCc3cnnn3CCCC(=O)N([C@@H](C)CO)C[C@H]2C)c1 ?
STK33 inh: 0.8

What do the screens show for `COc1cc(C)c2c(c1C=O)Oc1c(c(C)c(O)c3c1C(O)OC3=O)OC2=O` (centres undefined)?
STK33 inh: 14.8

What do the screens show for `CCOC(=O)CSc1nc(C)cc(=O)[nH]1`?
STK33 inh: 4.3; mut p53 react: -0.3

How did COc1cc(NC(=O)CN(C)S(=O)(=O)c2ccc3ccccc3c2)cc(OC)c1 do in these assays?
STK33 inh: 2.0; mut p53 react: 23.8

How did C=CCn1c(SCc2csc(C)n2)nc2sc(C)c(C)c2c1=O do in these assays?
STK33 inh: 0.9; mut p53 react: 12.3

What do the screens show for `CC(C)NC(=O)Nc1ccc2c(c1)C(=O)N([C@@H](C)CO)C[C@@H](C)[C@@H](CN(C)C(=O)CCCN(C)C)OCCCC[C@@H](C)O2`?
mut p53 react: 0.0

A run of entries taken from the entries so far, as a working copy:
Results for O=C(CSc1nnnn1-c1ccc(O)cc1)Nc1ccc(F)cc1 ?
STK33 inh: 0.7; mut p53 react: -24.5

Results for C[C@@H]1CN([C@H](C)CO)C(=O)CCCn2cc(nn2)CO[C@@H]1CN(C)S(=O)(=O)c1ccc(C#N)cc1 ?
STK33 inh: 1.8

Compound activity (PubChem BioAssay)
